PAX8 inh HTS = PAX8 transcriptional activity inhibition | AID 652154 | 360,000 compounds, 1.2% hits | inhibition, % at 12.6 µM | RMG-I TPO-luciferase reporter, SteadyGlo, 24 h;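 active = mean replicate inhibition at least 60% with every replicate also reaching 60%; inconclusive = only one of the two criteria is met; inactive = mean below 60% and not all replicates reaching 60%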;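 also: luciferase light reporting Pax8 driven TPO promoter activity; plate controls were median of neutral control wells for no effect and mitoxantrone controls for full effect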
PGC1a acetyl inh = PGC1a acetylation modulation, inhibitor mode | U2OS PGC1a acetylation, AlphaScreen anti-acetyl-lysine; with virally co-expressed GCN5 acetyltransferase | inhibition, % at 15.6 µM | 350,000 compounds, 0.17% hits | AID 651687;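 active = every replicate shows inhibition of at least 40%; inconclusive = mean inhibition at least 40% but some replicate below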;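 also: 0% = neutral control wells and 100% = positive control wells; some results beyond the cut were filed as inactive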
EWS-Fli inh = EWS/Fli transcriptional activity inhibition | A673 NR0B1-luciferase reporter, viability-normalised | inhibition, % at 12.6 µM | 350,000 compounds, 0.67% hits;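 active = mean inhibition of at least 50% after viability correction, with every replicate also passing that limit; inconclusive = mean reaches 50% but only one of two replicates passes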;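 also: firefly luciferase signal divided by Alamar Blue viability fluorescence both relative to DMSO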
ERAP1 inh = inhibitors of human ERAP1 aminopeptidase | Q9NZ08 | 340,000 compounds, 0.15% hits | recombinant ERAP1, Leu-AMC fluorescence, 60 min | inhibition, % at 10.7 µM;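 active = mean replicate inhibition of at least 30%, or all replicates individually reaching that 30% level; inactive = mean below 30% and not every replicate reaching it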;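 also: 0% = neutral control wells and 100% = L-leucinethiol positive control wells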
Target sequence (Q9NZ08 whole entry, looked up): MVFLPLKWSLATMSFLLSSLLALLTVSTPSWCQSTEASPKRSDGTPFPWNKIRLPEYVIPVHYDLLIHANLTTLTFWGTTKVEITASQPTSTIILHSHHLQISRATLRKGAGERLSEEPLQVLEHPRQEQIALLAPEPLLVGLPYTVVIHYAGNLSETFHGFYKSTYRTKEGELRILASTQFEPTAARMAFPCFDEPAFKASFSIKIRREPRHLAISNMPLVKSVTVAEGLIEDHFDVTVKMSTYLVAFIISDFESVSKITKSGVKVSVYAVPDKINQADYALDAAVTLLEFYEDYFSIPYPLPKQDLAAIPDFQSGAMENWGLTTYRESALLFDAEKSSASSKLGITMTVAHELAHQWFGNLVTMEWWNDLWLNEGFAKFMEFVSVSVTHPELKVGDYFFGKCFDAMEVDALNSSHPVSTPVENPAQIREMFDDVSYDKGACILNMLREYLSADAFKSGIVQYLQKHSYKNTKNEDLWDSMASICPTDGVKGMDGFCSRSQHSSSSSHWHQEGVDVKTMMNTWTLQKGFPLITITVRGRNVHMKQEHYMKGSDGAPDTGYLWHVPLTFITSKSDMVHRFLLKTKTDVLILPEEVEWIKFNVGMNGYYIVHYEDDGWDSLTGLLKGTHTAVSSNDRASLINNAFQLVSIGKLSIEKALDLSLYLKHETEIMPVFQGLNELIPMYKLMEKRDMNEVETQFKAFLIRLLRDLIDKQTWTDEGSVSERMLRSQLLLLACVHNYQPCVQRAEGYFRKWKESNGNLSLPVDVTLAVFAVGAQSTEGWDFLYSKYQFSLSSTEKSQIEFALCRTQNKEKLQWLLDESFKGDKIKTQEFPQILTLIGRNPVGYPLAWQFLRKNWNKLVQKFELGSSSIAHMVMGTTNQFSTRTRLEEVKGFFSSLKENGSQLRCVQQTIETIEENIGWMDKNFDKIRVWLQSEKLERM
S100A4 MyoIIA = S100A4-myosin IIA interaction inhibition; P26447; S100A4/TAMRA-MyoIIA peptide fluorescence polarization; inhibition, % at 10.7 µM; 360,000 compounds, 0.14% hits; AID 652163;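 active = mean inhibition of at least 70% across replicates, with every replicate also reaching that level; inconclusive = mean inhibition reaches 70% but some replicates fall short; inactive = mean inhibition below 70%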
Target sequence (P26447 whole entry, looked up): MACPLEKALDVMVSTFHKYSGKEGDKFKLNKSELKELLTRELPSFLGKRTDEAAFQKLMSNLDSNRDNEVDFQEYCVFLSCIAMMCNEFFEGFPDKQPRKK
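Material: S100A4 monomer protein | Medium: HEPES pH 7.2 with CaCl2, KCl, NaCl, DTT, Triton | Reagent: Labelled myosin peptide probe, 5 nM | Doses: One dose per compound | Times: 5 min incubation before reading | Benchmarks: Neutral control DMSO, positive control TFP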
PglD DTNB = inhibitors of Campylobacter jejuni PglD acetyltransferase | purified PglD enzyme, DTNB colorimetric CoA detection | inhibition, % at 12.5 µM | 360,000 compounds, 0.098% hits | AID 602405; in the data active = inhibition above about 16%, passing the limit was not always enough; inconclusive = no clear call, values can overlap the other calls; also: strong numbers were not always called active
FN deposit inh = fibronectin deposition inhibition. AH1F fibroblasts, Alexa488-fibronectin deposition fluorescence, overnight. 350,000 compounds, 0.086% hits. AID 743247. inhibition, % at 12.6 µM;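 active = mean inhibition across replicates of 30% or more, regardless of how many single replicates reach that level; inconclusive = mean under 30% yet at least half of replicates reach 30%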;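 also: positive control wells lacked labelled fibronectin entirely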
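Assay system: AH1F fibroblasts assembling fluorescent fibronectin matrix; Amount: 10000 AH1F cells per well; Buffer or medium: DMEM, 2% serum; Probe or stimulus: Alexa488-fibronectin, 24 nM final in well; Doses: single compound dose, delivered by pin transfer; Incubation: 1 h adhesion, overnight exposure; Measured by: fluorescence 485/525 nm; Read-out: fibronectin deposition inhibition.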
LGR2 inh = blocks bursicon-induced cAMP signaling via Drosophila LGR2 | HEK293 LGR2, CRE-luciferase, bursicon-stimulated, 4 h | inhibition, % at 9.99 µM | 380,000 compounds, 0.35% hits | AID 720647;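 active = drop in luminescence signal, shown as inhibition above about 50% in the replicate tests, limit read from the data, passing the limit was not always enough; inconclusive = probably only some replicates passing the limit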;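 also: agonist challenge used bursicon conditioned medium at about half maximal strength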
Starred values were filed as active, the others as inactive; ? = inconclusive; . = not tested or not shown; & = joins results of further samples.

SMILES | PAX8 inh HTS | PGC1a acetyl inh | EWS-Fli inh | ERAP1 inh | S100A4 MyoIIA | PglD DTNB | FN deposit inh | LGR2 inh
COc1ccc(S(=O)(=O)N2CCCCCC2)cc1C(=O)Nc1cc(C)ccn1 | -5 | 1 | -21 | 4 | 1 | -4 | 0 | 9
COc1cc(-c2nnc(NC(=O)c3ccco3)o2)cc(OC)c1OC | -2 | 2 | 3 | -2 | -3 | 5 | -1 | 6
Cc1nn(CCc2n[nH]c(=S)n2C)c(C)c1Br | . | 1 | . | . | . | -6 | 1 | 17
COc1ccccc1CNC(=O)CSc1nn2c(=O)c(C(C)(C)C)nnc2s1 | 20 | . | -1 | 7 | -5 | . | -3 | -13
Cc1ccc(NC(C(=O)c2ccccc2)c2ccccc2)cc1 (centres undefined) | 80* | -3 | -18 | 1 | -4 | 5 | -6 | -12
COC(=O)Cc1ccccc1NS(=O)(=O)c1ccc(C)cc1 | 3 | . | -5 | 0 | -1 | . | 16 | -1
CC(=O)Nc1ccc(/C(C)=N/NC(=O)c2ccncc2)cc1 | -27 | -2 | -19 | 3 | 5 | 2 | 2 | -6
NS(=O)(=O)c1ccc(CNC(=O)CCCSc2ccccc2)cc1 | 27 | . | 6 | -3 | -6 | . | 1 | 0
Cc1cc(C)c(S(=O)(=O)N2CCOC2CNC(=O)C(=O)NCCc2c[nH]c3ccccc23)c(C)c1 (centres undefined) | 16 | . | 22 | 2 | -1 | 3 | 6 | 18
COc1ccc(C2CC(=O)C=C(O)C2)cc1 (centres undefined) | 10 | . | -8 | 8 | 4 | . | 0 | -4
COc1ccccc1NC(=O)NNC(=O)CCN1CCOCC1 | -5 | 2 | . | 0 | -1 | -6 | 3 | 11
COc1ccc(S(=O)(=O)N(C)C[C@H]2Oc3c(NC(=O)c4cnccn4)cccc3C(=O)N([C@H](C)CO)C[C@@H]2C)cc1 | . | 14 | -10 | 3 | -11 | 2 | . | -2
CCCC(=O)Nc1ncnc2c1ncn2[C@@H]1O[C@@H]2OP(=O)(O)OC[C@H]2[C@H]1OC(=O)CCC | -23 | 14 | -1 | -1 | -6 | 0 | . | 5
Cc1ccc(NC(=O)c2nc3nccc(C)n3n2)c(C)c1 | -74 | 0 | -59 | -8 | 3 | . | -6 | -14
CCOc1ccc(NC(=O)CSc2nnc(-c3cc(C)[nH]n3)n2N)cc1 | -55 | 1 | 1 | 2 | 0 | 0 | -7 | 23
NS(=O)(=O)c1ccc(Nc2c([N+](=O)[O-])cncc2[N+](=O)[O-])cc1 | 39 | -6 | 12 | 3 | 3 | 4 | 2 | 15
CCOc1ccc(S(=O)(=O)NCCC(=O)Nc2ncccc2C)cc1 | 5 | . | . | 0 | -2 | -5 | . | 0
C[C@@H]1CN([C@H](C)CO)C(=O)c2cccc(NC(=O)NC3CCCCC3)c2O[C@@H]1CN(C)C(=O)Nc1ccc2c(c1)OCO2 | 7 | 5 | -7 | -1 | 6 | -2 | . | -10
C[C@H](CO)N1C[C@H](C)[C@@H](CN(C)Cc2cccc(F)c2)Oc2cc(C#CC3CC3)ccc2S1(=O)=O | . | 3 | 12 | 0 | -6 | 0 | 0 | 13
COC(=O)C1CCN(c2cnccn2)CC1 | -17 | . | -10 | -1 | 11 | . | 4 | .
Cn1nc(-c2ccc(Cl)cc2)c2cc(C(=O)NCCCN3CCCC3)sc21 | 5 | . | 11 | . | -7 | -2 | -3 | -22
CC(=O)Oc1ccc2nc(/C=C/c3ccc(C=O)cc3)oc(=O)c2c1 | 16 | 1 | -8 | 2 | -1 | -4 | 2 | 15
COc1ccc(S(=O)(=O)Nc2ccc3c(c2)C(=O)N([C@H](C)CO)C[C@H](C)[C@H](CN(C)S(=O)(=O)c2ccc(F)cc2)OCCCC[C@@H](C)O3)cc1 | 0 | -1 | 2 | -1 | -7 | -2 | . | ?
O=C(Nc1ccc(C(=O)N2CCOCC2)cc1)c1ccccc1[N+](=O)[O-] | . | . | 1 | -9 | -13 | 1 | -4 | 4
CN(C(=O)CSc1nnc(C2CC2)n1-c1ccccc1)C1CCS(=O)(=O)C1 (centres undefined) | -14 | -9 | 0 | 2 | 1 | -2 | -4 | 9
O=[N+]([O-])c1c(Nc2ccccc2O)cc(Cl)c2nonc12 | 91* | 27 | 66* | 2 | 3 | -7 | -11 | 38
O=C(NNC(=O)c1ccccc1Cl)c1ccc2c(=O)n3c(nc2c1)CCC3 | -26 | . | -22 | -3 | 2 | 4 | -3 | -3
O=C(CCCc1ccccn1)c1ccccc1 | -23 | 3 | 30 | 0 | 2 | . | 0 | 44
CN1c2ccc(Br)cc2[C@H]2[C@H](CCN2C(=O)c2ccc(F)cc2)[C@H]1CO | 13 | 21 | 0 | 5 | -4 | 6 | -9 | -44
N=C1/C(=C/c2ccc(OCc3ccccc3F)cc2)C(=O)N=C2SC(CC(=O)N3CCOCC3)=NN12 | 0 | . | -31 | 4 | -4 | 3 | 3 | -5
CN(C)CC(=O)N1CC2(C1)[C@@H](c1ccccc1)[C@@H](CO)N2C(=O)C1CCCCC1 | . | -1 | 5 | 0 | 3 | . | -3 | -7
CCOc1ccc(NC(=O)COC(=O)Cc2ccsc2)cc1 | -1 | -1 | -5 | 0 | 1 | -4 | 6 | 8
O=C(NCc1nc2ccccc2[nH]1)C1=C[C@H](c2csc3ccccc23)C[C@H](OCc2ccc(CO)cc2)O1 | . | -7 | 22&6 | 8 | 3 | -5 | -2 | 26
CC(/C=C/c1ccccc1)=N\Nc1ccccc1[N+](=O)[O-] | -11 | -5 | -132 | -3 | 4 | . | -2 | -16
C=CCOc1cccc(/C=N/NC(=O)C(OC)c2ccccc2)c1 (centres undefined) | 16 | -11 | 7 | -3 | 0 | 6 | 12 | -3
O=C(N/N=C/c1sc(N2CCOCC2)nc1-c1ccccc1)c1ccccc1O | -1 | . | . | . | . | -2 | -4 | -8
O=[N+]([O-])c1ccccc1S(=O)(=O)Nc1cccc(-c2ccc(N3CCCC3)nn2)c1 | -12 | . | -18 | 3 | -9 | 2 | 8 | -13
Cc1cc(C)n2c(Nc3ccc4c(c3)OCCO4)c(-c3ccccn3)nc2n1 | -61 | . | -63 | 54* | -7 | . | -3 | -17
Cc1cccc(CSc2nnc(C)c(=O)n2N)c1 | -1 | -4 | . | . | . | -1 | 4 | -1
C[C@H]1CN([C@@H](C)CO)C(=O)Cc2cc(NC(=O)Nc3ccc4c(c3)OCO4)ccc2O[C@@H]1CN(C)Cc1ccc(-c2ccccc2)cc1 | 78* | 4 | -1 | 3 | 5 | -1 | . | -8
Cc1ccc(-c2cc(C(=O)Nc3cc(C)on3)no2)cc1 | 17 | . | -36 | -3 | 6 | . | -3 | -58
COCCSc1ncnc2c1oc1nc3c(cc12)COC(C)(C)C3 | -36 | 5 | -34 | 11 | -4 | . | -111 | -11
Cc1nc(C)c(C(=O)N/N=C/c2cn(C)c3ccccc23)s1 | -3 | -2 | . | . | . | -3 | -5 | .
O=C(Nc1ccc(Cl)cc1)N[C@@H]1CC[C@@H](CCn2cc(-c3ccccc3F)nn2)O[C@H]1CO | -13 | -25 | -27 | -2 | 0 | -1 | -6 | -14
CC(=O)N1CCCc2cc(S(=O)(=O)N3CCCC(C(=O)N4CCN(c5cccc(Cl)c5)CC4)C3)ccc21 (centres undefined) | 45 | . | . | -3 | 0 | -1 | 1 | 41
COc1ccc(/C=N/NC(=O)c2ccccc2O)cc1Cn1cc([N+](=O)[O-])cn1 | -11 | -7 | 1 | -1 | -1 | -2 | -8 | -8
NC(=O)N/N=C/c1cc(Br)ccc1OC(=O)c1ccccc1 | -15 | . | 18 | -4 | -3 | . | 7 | 7
COCC(=O)N1C[C@@H]2[C@H](c3ccccc31)[C@H](CO)N2C(=O)C1CCCCC1 | -12 | -6 | -1 | . | . | 3 | 9 | 23
C[C@H]1CN([C@@H](C)CO)C(=O)c2cccc(NC(=O)c3ccc(-c4nccs4)cc3)c2O[C@@H]1CN(C)CC1CCCCC1 | 15 | -9 | 5 | -1 | -2 | -3 | . | 17
COC(=O)[C@@]12CCCCN1[C@H](c1ccc(-c3cccc(Cl)c3)cc1)[C@@H]1C(=O)N(C)C(=O)[C@@H]12 | -23 | -13 | -1 | . | -6 | 6 | 13 | 2
COC(=O)c1c(C)[nH]c(C(=O)/C=C/c2ccccc2F)c1C | -125 | . | 39 | . | -2 | . | -5 | -44
C/C=C/c1ccc([C@@H]2[C@H](CO)N(C(=O)CC)C23CN(S(C)(=O)=O)C3)cc1 | . | 3 | -1 | 1 | -4 | . | . | 2
CC(C)(C)OC(=O)Nc1ccccc1-n1nnnc1C(C(=O)c1ccc(F)cc1)N1CCOCC1 (centres undefined) | -14 | . | 3 | . | -3 | . | 3 | -15
C[C@H](CO)N1C[C@H](C)[C@@H](CN(C)Cc2ccc(-c3ccccc3)cc2)Oc2ccc(NC(=O)C3CC3)cc2C1=O | . | -11 | -3 | 0 | 15 | -3 | . | 4
N#Cc1ccccc1OCC(=O)OCCCOC(=O)COc1ccccc1C#N | 1 | 0 | -7 | 2 | -2 | 2 | 2 | 13
CCOC(=O)C1C(c2ccc([N+](=O)[O-])cc2)C2C(=O)NN=C2CC1(C)O (centres undefined) | -6 | 7 | 6 | -1 | -4 | 6 | -7 | 4
Cc1ccc(C)c(OCCC(=O)NNC(=O)c2ccncc2)c1 | 7 | 4 | 2 | -2 | -8 | -2 | . | -9
Cc1cc(C)c(NS(=O)(=O)c2ccc3c(c2)n(C)c(=O)n3C)c(C)c1 | 26 | 1 | 4 | 0 | -4 | -13 | -7 | 4
Cc1cccc(-c2ccc([C@H]3[C@@H](CO)N4C(=O)CN(S(=O)(=O)c5cccc(F)c5)C[C@@H]34)cc2)c1 | 3 | 5 | 6 | -3 | 3 | . | . | 4
CC(=O)Nc1ccc(-c2ccnc3c2CC(C)(C(=O)Nc2cccc(OC(F)(F)F)c2)O3)cc1 (centres undefined) | 18 | -1 | -1 | -4 | -4 | -4 | 14 | 21
C[C@H](CO)N1C[C@H](C)[C@@H](CN(C)C(=O)Nc2cccc3ccccc23)Oc2ccc(NC(=O)CCC(F)(F)F)cc2C1=O | 16 | -1 | -3 | -1 | -14 | 11 | . | 0
Cc1cc(C(=O)N/N=C/C(Cl)=C/c2ccccc2)c(C)o1 | -36 | . | -34 | -2 | 0 | -4 | 0 | -29

An excerpt of these results, with two lines to a compound:
Each structure is followed by: PAX8 inh HTS, PGC1a acetyl inh, EWS-Fli inh, ERAP1 inh, S100A4 MyoIIA, PglD DTNB, FN deposit inh, LGR2 inh
COC(=O)c1c(C)[nH]c(C(=O)/C=C/c2ccccc2F)c1C
  -125, ., 39, ., -2, ., -5, -44
C/C=C/c1ccc([C@@H]2[C@H](CO)N(C(=O)CC)C23CN(S(C)(=O)=O)C3)cc1
  ., 3, -1, 1, -4, ., ., 2
CC(C)(C)OC(=O)Nc1ccccc1-n1nnnc1C(C(=O)c1ccc(F)cc1)N1CCOCC1 (centres undefined)
  -14, ., 3, ., -3, ., 3, -15

Compound activity as filed in PubChem BioAssay.
